GPT2 inh = Primary qHTS assay for inhibitors of Glutamate pyruvate transaminase 2 (GPT2); Alanine aminotransferase 2 (Homo sapiens), Q8TD30; Recombinant GPT2, coupled pyruvate oxidase/HRP Amplex Red fluorescence; Potency, µM (highest dose often 57.7 µM), for the others: at the highest dose activity change, negative = inhibition, actives largely listed as inhibitors; 100,000 compounds, 0.25% hits; further: potency means the concentration at half of the fitted maximal effect; nearly all actives have a fitted effect of over 60% in size; many of its hits are not listed in these tables
Target sequence (Q8TD30 whole entry, looked up): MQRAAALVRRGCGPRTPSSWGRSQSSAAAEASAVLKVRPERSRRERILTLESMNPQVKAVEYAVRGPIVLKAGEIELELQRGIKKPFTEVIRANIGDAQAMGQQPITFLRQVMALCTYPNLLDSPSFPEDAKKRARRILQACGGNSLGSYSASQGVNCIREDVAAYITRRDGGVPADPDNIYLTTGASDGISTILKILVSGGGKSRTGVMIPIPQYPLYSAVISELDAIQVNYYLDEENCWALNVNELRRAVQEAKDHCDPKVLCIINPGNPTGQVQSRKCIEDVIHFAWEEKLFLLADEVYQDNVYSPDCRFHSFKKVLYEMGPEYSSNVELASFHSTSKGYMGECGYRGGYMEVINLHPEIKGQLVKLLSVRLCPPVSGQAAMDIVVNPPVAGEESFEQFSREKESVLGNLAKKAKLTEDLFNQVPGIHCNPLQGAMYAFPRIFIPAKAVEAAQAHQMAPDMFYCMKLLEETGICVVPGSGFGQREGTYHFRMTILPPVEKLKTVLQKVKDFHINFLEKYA
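Recombinant GPT2 (10ng/uL) with 250uM a-KG and 2mM L-alanine, 30 min at room temperature, in HEPES pH 7.5 buffer. Pyruvate detected by pyruvate oxidase/HRP/Amplex Red fluorescence after 30 min in the dark; AOA (50uM) as positive control.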
IP6K1 inhibitor = Primary qHTS assay for small molecule inhibitors of Inositol hexaphosphate kinase 1 (IP6K1). Inositol hexakisphosphate kinase 1 (Homo sapiens), Q92551. IP6K1 kinase, ADP-Glo luminescence, 2 h; stronger effect = lower value. activity change, % (series mostly up to about 58 µM). 140,000 compounds, 0.81% hits. AID 1645851, 2021; in the data active means activity change below about -25%
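ADP-Glo luminescence measures ADP made by human IP6K1 during a 2 h RT reaction with ATP/IP6 (mix at 1.3 mM/130 uM); top library doses 57.5 and 19.1 uM final.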
3T3 cytotox = Cytotoxic Profiling in NIH 3T3 Cell Line of Diverse Libraries Using Quantitative High-Throughput Screening. Potency, µM (highest dose often 96.7 µM), without a hit: top-dose activity change, negative = cytotoxicity, usual class: inhibitors. 94,000 compounds, 4.3% hits. NIH 3T3 viability, CellTiter-Glo ATP luminescence, 48-72 h. AID 1345082, 2018; further: potency means the concentration at half of the fitted maximal effect; nearly all actives have a fitted effect of over 55% in size
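ATP-dependent luminescence (CellTiter-Glo) served as the viability signal for NIH 3T3 cells treated with compound for 48 or 72 hr at 37 °C.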
SNCA expr inhib = Primary qHTS assay for inhibitors of alpha-synuclein gene (SNCA) expression | 140,000 compounds, 0.17% hits | AID 1671194, 2021 | HEK-293 SNCA-luciferase knock-in, luminescence, 24 h | Potency, µM (doses to about 57.2 µM), for the others: at the top dose activity change, negative = inhibition, actives largely listed as inhibitors;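 further: potency means the concentration at half of the fitted maximal effect; plate controls were DMSO cells for no effect and cell-free wells for full effect; nearly all actives have a fitted effect of over 45% in size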
FLuc inh = Firefly luciferase inhibition profiling of diverse chemical library using quantitative high-throughput screening; Luciferin 4-monooxygenase (Photinus pyralis), P08659; purified P. pyralis luciferase, luminescence, biochemical; Potency, µM (titrated, usually from 115 µM), for the others: at the highest dose activity change, negative = inhibition, most hits filed as inhibitors; 76,000 compounds, 2.5% hits; AID 1347043, 2019; further: potency means the concentration at half of the fitted maximal effect; nearly all actives have a fitted effect of over 65% in size
Target sequence (P08659 whole entry, looked up): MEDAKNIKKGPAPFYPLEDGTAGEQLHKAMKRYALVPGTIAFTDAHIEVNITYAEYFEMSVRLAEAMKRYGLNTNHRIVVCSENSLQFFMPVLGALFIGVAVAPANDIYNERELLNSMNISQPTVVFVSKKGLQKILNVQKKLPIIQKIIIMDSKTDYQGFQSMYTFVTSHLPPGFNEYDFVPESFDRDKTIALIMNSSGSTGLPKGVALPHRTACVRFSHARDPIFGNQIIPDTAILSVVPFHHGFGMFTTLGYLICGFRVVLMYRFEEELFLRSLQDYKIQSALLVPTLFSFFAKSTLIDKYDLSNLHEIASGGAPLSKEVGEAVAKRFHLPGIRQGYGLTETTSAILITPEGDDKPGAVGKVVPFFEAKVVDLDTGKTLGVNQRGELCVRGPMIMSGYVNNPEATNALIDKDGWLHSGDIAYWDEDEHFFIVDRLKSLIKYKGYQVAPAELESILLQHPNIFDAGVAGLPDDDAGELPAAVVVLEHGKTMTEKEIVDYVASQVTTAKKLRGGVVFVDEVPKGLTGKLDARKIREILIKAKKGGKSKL
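Luminescence read by CCD imaging after purified firefly luciferase (10nM final) was added to substrate buffer holding 10uM D-luciferin and 10uM ATP, pH 7.5, pre-dosed with compound.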
HEK293 tox = Cytotoxic Profiling in HEK 293 Cell Line of Diverse Libraries Using Quantitative High-Throughput Screening; 94,000 compounds, 6.6% hits; Potency, µM (highest dose often 115 µM), inactives show at the top dose activity change, negative = cytotoxicity, hits mostly inhibitors; HEK 293 viability, ATP luminescence (CellTiter-Glo), 48-72 h; further: potency means the concentration at half of the fitted maximal effect; nearly all actives have a fitted effect of over 60% in size
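Read-out: CellTiter-Glo ATP luminescence. Cells: HEK 293, 250 cells/well. Exposure: 48 or 72 hr, 37 degree Celsius.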
HEK293 viab = GF-AFC viability counterscreen for inhibitors of alpha-synuclein gene (SNCA) expression | HEK-293-SNCA-luc viability, GF-AFC fluorescence, 24 h | Potency, µM (highest dose often 57.1 µM), inactives show at the highest dose activity change, negative = cytotoxicity, most hits filed as cytotoxic | 150,000 compounds, 0.12% hits | AID 1671193, 2021;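 further: potency means the concentration at half of the fitted maximal effect; 0% = DMSO-treated cells and -100% = medium-only wells without cells; nearly all actives have a fitted effect of over 30% in size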
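HEK-293-SNCA-luc cells (1500/well) plated 24 h, then exposed 24 h to a dilution series; GF-AFC added 30 min at 37C, fluorescence 405/540 nm; normalised to medium-only and DMSO wells, Hill fit.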
* hit, by the source's call; i = inactive; ? = inconclusive; . = no result given; [ ] = remark or other dose. Unless noted, the call rests on the fitted dose curve; in most records, active means well fitted curve in the direction sought with a large enough effect; inconclusive means small, poorly fitted or top-dose-only effect, or another doubt; inactive means no such curve, though single readings can be large; an effect the other way counts as inactive or inconclusive. Unless noted, on the % scale 0 is the no-effect control and ±100 the full control effect.

Start of the data: the first 7 entries, ahead of the listing:
(1) O=C1CC2(CCN(C(=O)C3CCCN(C(=O)C4CCCC4)C3)CC2)Oc2ccccc2N1 (centres undefined)
(2) COc1ccc(-c2c(C)nn3c(C(F)(F)F)cc(-c4ccc(Br)cc4)nc23)cc1
(3) CC(C)N1C(=O)C(O)(c2c[nH]c3ccccc23)c2ccccc21 (centres undefined)
(4) CCOC(=O)CNC(=O)c1cc2c(=O)n3cccc(C)c3nc2n1C
(5) COc1ncccc1N1CC2(COCC(=O)N(Cc3cccc(OC(F)(F)F)c3)C2)C1
(6) COc1ccc(-c2ccnc3nc(CC(C)C)nn23)c(F)c1
(7) COCCN1CCCC2(CCN(C(=O)Cn3cccnc3=O)C2)C1=O (centres undefined)
compound no.	1	2	3	4	5	6	7
IP6K1 inhibitor	-3	5	1	3	1	14	-4
SNCA expr inhib	7%	?	-8%	0%	-3%[87.6 µM]	12%	-24%
3T3 cytotox	-20%	.	.	.	-21%[138 µM]	-27%	1%
GPT2 inh	2%	.	.	.	?	?	i
HEK293 viab	-4%	-9%	1%	?	-5%[87.6 µM]	4%	8%
FLuc inh	.	.	.	.	0%[172 µM]	-8%	6%
HEK293 tox	-20%	.	.	.	?	?	?

The whole of this part, from the first entry:
(1) O=C1CC2(CCN(C(=O)C3CCCN(C(=O)C4CCCC4)C3)CC2)Oc2ccccc2N1 (centres undefined)
(2) COc1ccc(-c2c(C)nn3c(C(F)(F)F)cc(-c4ccc(Br)cc4)nc23)cc1
(3) CC(C)N1C(=O)C(O)(c2c[nH]c3ccccc23)c2ccccc21 (centres undefined)
(4) CCOC(=O)CNC(=O)c1cc2c(=O)n3cccc(C)c3nc2n1C
(5) COc1ncccc1N1CC2(COCC(=O)N(Cc3cccc(OC(F)(F)F)c3)C2)C1
(6) COc1ccc(-c2ccnc3nc(CC(C)C)nn23)c(F)c1
(7) COCCN1CCCC2(CCN(C(=O)Cn3cccnc3=O)C2)C1=O (centres undefined)
(8) CCN1CCN(c2ncc3c(n2)CCN(Cc2ccccc2C)C3)CC1
compound no.	1	2	3	4	5	6	7	8
IP6K1 inhibitor	-3	5	1	3	1	14	-4	-3
SNCA expr inhib	7%	?	-8%	0%	-3%[87.6 µM]	12%	-24%	-3%
3T3 cytotox	-20%	.	.	.	-21%[138 µM]	-27%	1%	.
GPT2 inh	2%	.	.	.	?	?	i	.
HEK293 viab	-4%	-9%	1%	?	-5%[87.6 µM]	4%	8%	-17%
FLuc inh	.	.	.	.	0%[172 µM]	-8%	6%	.
HEK293 tox	-20%	.	.	.	?	?	?	.

(9) CCCn1c(C)c(CC(=O)NCc2cccnc2)c2c1CC(C)(C)CC2=O
(10) CCc1ccc(NS(=O)(=O)c2ccc3[nH]cc(C(=O)NCc4ccc(C)cc4)c(=O)c3c2)cc1
(11) CCOC(=O)CCNC(=O)N1CCC(Oc2ncccc2C(=O)N2CCCCC2)C1 (centres undefined)
(12) O=C(O)CCn1ncc2cc(OCC3CCN(C(=O)Cc4ccccc4)CC3)ccc21
(13) O=C(NC1CC1)c1ccc(Cn2c(SCc3cccc(F)c3)nc3cccnc32)cc1
(14) C=C1[C@H](n2cnc3c(=O)[nH]c(N)nc32)C[C@H](O)[C@H]1CO
(15) CCOc1ccc(C(=O)N2C[C@@H](CO)[C@H](c3ccncc3)C2)cc1
(16) C=C1C(=O)OC[C@@H]1C/C=C(\C)CC1CC(C)C(=O)O1 (some centres undefined)
compound no.	9	10	11	12	13	14	15	16
IP6K1 inhibitor	9	-19	8	-2	13	.	-5	19
SNCA expr inhib	-13%	8%	3%	14%[87.6 µM]	2%	-18%	5%	.
3T3 cytotox	0%	.	-7%	?	.	.	-12%	.
GPT2 inh	i	.	i	3%[88.5 µM]	.	i	i	4%
HEK293 viab	-10%	-13%	0%	3%[87.6 µM]	9%	-15%	7%	5%
FLuc inh	5%	.	-10%	-12%[172 µM]	.	.	-9%	.
HEK293 tox	i	.	-2%	-12%[172 µM]	.	.	5%	.

(17) O=C(c1cnccn1)N1CCC2(CC1)CC(N(Cc1ccccc1)C1CC1)CCO2 (centres undefined)
(18) CN1CCN(C(=O)CC2CCCN(c3cnn(C)c(=O)c3)C2)CC1 (centres undefined)
(19) Cc1cccc(N2CCN(S(=O)(=O)c3cn(C)c(C)n3)CC2)c1C
(20) CCOc1ccc(CCNC(=O)c2ccc3nc(N4CCC(C)CC4)sc3c2)cc1OCC
(21) COc1ccccc1C(=O)Nc1ccc(NC(=O)c2cccs2)cc1
(22) COc1ccc(OCc2nc(C)c(CCO)c(=O)n2CC(=O)Nc2cccc(C)c2C)cc1
(23) COc1ccc2c(c1)CN(C(=O)c1ccc(C(F)(F)F)cc1)CC[C@H]1COC(=O)N21
(24) CC(=O)Nc1ccc(NC(=O)CC(C)n2ccc(C)n2)cc1 (centres undefined)
compound no.	17	18	19	20	21	22	23	24
IP6K1 inhibitor	-2	44	-15	-9	-4	-5	-5	-2
SNCA expr inhib	-26%	14%	14%	156%[activator]	-10%	-16%	8%[87.6 µM]	21%
3T3 cytotox	-27%	-9%	.	.	.	?	-16%[138 µM]	.
GPT2 inh	i	i	.	.	.	-8%	-2%[88.5 µM]	.
HEK293 viab	-8%	10%	6%	3%	-3%	-2%	3%[87.6 µM]	-2%
FLuc inh	-8%	7%	.	.	.	0%	-2%[172 µM]	.
HEK293 tox	-25%	6%	.	.	.	?	-1%[172 µM]	.

(25) CCOc1ccc(C2=NC(c3ccc(OC)cc3)=Nc3ccc(Cl)cc3N2)cc1
(26) Cc1cc(S(=O)(=O)NCC(c2ccc(N(C)C)cc2)N2CCOCC2)ccc1F (centres undefined)
(27) O=C(CSc1nc2c([nH]c3ccccc32)c(=O)n1-c1ccccc1)Nc1ccc2c(c1)OCCO2
(28) CCc1ccccc1S(=O)(=O)N1C[C@@H]2C(=O)N(C(CC)c3cccs3)C(=O)[C@@H]2C1 (some centres undefined)
(29) O=C(C[C@@H]1CCNC[C@@H]1Cc1cc(CN2CCOCC2)on1)N1CCC(Cc2ccccc2)CC1
(30) CCOc1ccccc1CNC(=O)c1cccn1-c1nnc(N2CCCC2)s1
(31) COCCCn1c(C)cc(C(=O)N2CCC(CCOc3ccccc3)C2)c1C (centres undefined)
(32) O=C(CCc1nc(C2CCCN2C(=O)C2CC2)no1)NCCC1=CCCCC1 (centres undefined)
compound no.	25	26	27	28	29	30	31	32
IP6K1 inhibitor	5	0	-5	-2	-3	22	12	33
SNCA expr inhib	154%[activator]	6%	37%[activator]	-17%	13%	-15%	?	11%
3T3 cytotox	.	.	.	?	-17%	.	?	-10%
GPT2 inh	.	.	.	0%	-8%	.	-4%	i
HEK293 viab	1%	-2%	-12%	-5%	1%	-20%	-29%	14%
FLuc inh	.	.	.	-2%	-2%	.	0%	9%
HEK293 tox	.	.	.	?	-29%	.	?	-21%

(33) CN1CCC(CNc2ncc(C(C)(C)C(=O)O)c(N3CCOCC3)n2)CC1
(34) Cc1nc(-c2ccc(OCC(C)C)c(C#N)c2)sc1C(=O)O
(35) O=C(C1CCCC1)N1CC2(CCN(CC3CC3)C2)Cc2ccccc21 (centres undefined)
(36) COc1cccc(N2CC(C(=O)NCC(F)(F)F)NC2=O)c1 (centres undefined)
(37) Clc1ccc2c(c1)CCc1cccnc1C2=C1CCNCC1
(38) O=C(NCC1CCCCC1)c1nc2sccn2c1-c1ccccc1
(39) O=C(NCCN1CCc2ccccc2C1)c1cccc2c1CCN2C(=O)C1CC1
(40) COC(=O)c1ccc(NS(=O)(=O)c2ccc3[nH]c4c(c3c2)CCCC4)cc1
compound no.	33	34	35	36	37	38	39	40
IP6K1 inhibitor	5	-49*	6	6	10	7	-3	-5
SNCA expr inhib	-22%	46%[activator][25.6 µM]	-5%	?	-16%[25.6 µM]	?	-17%	2%
3T3 cytotox	3%	.	45µM*	-14%[138 µM]	.	28µM*	?	.
GPT2 inh	-41%	i	?	i	?	i	-9%	.
HEK293 viab	-3%	6%[23.9 µM]	?	1%[87.6 µM]	33%[23.9 µM]	?	-4%	-2%
FLuc inh	0%	.	.	1%[172 µM]	.	.	-1%	.
HEK293 tox	-1%	.	25µM*	i	.	?	-26%	.

(41) COc1ccc(C)cc1NC(=O)Cn1cccc1-c1nc(-c2ccccc2)no1
(42) COc1cccc(CC(=O)Nc2ccc3c(c2)CN(C2CCCCC2)C(=O)CO3)c1
(43) COc1ccc(NC(=O)c2ncn(-c3ccccc3)n2)cc1Cl
(44) CCC(=O)N1CCC(Oc2ccc(C(=O)N3CCCCC3)cn2)C1 (centres undefined)
(45) CCCCC1CCC(C(=O)NCC2CCN(c3cnn(C)c(=O)c3)C2)CC1 (centres undefined)
(46) COCCC1(NC(=O)C(C)c2ccccc2)CCN(S(C)(=O)=O)CC1 (centres undefined)
(47) COC(=O)c1sccc1S(=O)(=O)N1CCN(c2ccccc2)CC1
(48) O=C(CN1C(=O)CNC1=O)N[C@@H]1[C@@H](Cc2ccccc2)[C@H]2OCC[C@@H]12
(49) COc1ccc2cc3cc(C(=O)Nc4cc(C)c(Cl)cc4OC)oc3nc2c1
(50) Cc1ccc(C)c(N2CCN(C(=O)c3cc(S(=O)(=O)N4CCC(C)CC4)cn3C)CC2)c1
compound no.	41	42	43	44	45	46	47	48	49	50
IP6K1 inhibitor	29	23	12	19	12	-12	4	25	11	1
SNCA expr inhib	-17%	-8%	187%[activator]	-2%	-27%	-14%	-16%	?	-20%	0%
3T3 cytotox	-12%	?	.	-23%	?	-18%	.	i	.	.
GPT2 inh	i	i	.	i	0%	i	.	-3%[11.5 µM]	.	.
HEK293 viab	1%	-16%	-7%	-1%	-8%	20µM*	-4%	0%	2%	10%
FLuc inh	8%	-9%	.	10%	-2%	-15%	.	-1%	.	.
HEK293 tox	?	?	.	-3%	?	-12%	.	0%	.	.

Bioassay records: PubChem BioAssay, National Center for Advancing Translational Sciences (NCATS)
